GlmU inhibition = inhibition of mycobacterial GlmU enzyme – biochemical, glucosamine-1-phosphate acetyltransferase (AID 1376); M. tuberculosis GlmU acetyltransferase enzyme assay; higher % means a stronger effect; one-dose inhibition, %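 (tested at 30 µM in the primary screen)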; IC50 in µM for titrated hits; 220,000 tested, 0.25% active; in the data active = inhibition above about 13%;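 note: 0% = complete reaction with vehicle and 100% = reaction without substrate; strong numbers were not always called active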
RmlCD inh 1536 = blocks M. tuberculosis RmlC and RmlD coupled enzymes; 160,000 tested, 0.03% active; inhibition, % at 3.6 µM; P9WH09+P9WH11; RmlC+RmlD coupled enzyme assay, percent inhibition; primary screen in compound mixtures; in the data active = inhibition mostly above about 34%, no sharp cut-off; note: some results filed as inactive read as strong as hits
Target sequence (P9WH09 whole entry, looked up): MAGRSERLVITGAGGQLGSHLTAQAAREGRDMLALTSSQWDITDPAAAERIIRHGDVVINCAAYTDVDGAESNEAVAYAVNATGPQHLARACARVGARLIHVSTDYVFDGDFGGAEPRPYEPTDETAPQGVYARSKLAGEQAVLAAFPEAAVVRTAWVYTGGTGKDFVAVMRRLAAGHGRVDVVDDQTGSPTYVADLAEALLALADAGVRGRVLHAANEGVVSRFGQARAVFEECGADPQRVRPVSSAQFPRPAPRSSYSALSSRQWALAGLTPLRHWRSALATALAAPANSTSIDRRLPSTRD
Target sequence (P9WH11 whole entry, looked up): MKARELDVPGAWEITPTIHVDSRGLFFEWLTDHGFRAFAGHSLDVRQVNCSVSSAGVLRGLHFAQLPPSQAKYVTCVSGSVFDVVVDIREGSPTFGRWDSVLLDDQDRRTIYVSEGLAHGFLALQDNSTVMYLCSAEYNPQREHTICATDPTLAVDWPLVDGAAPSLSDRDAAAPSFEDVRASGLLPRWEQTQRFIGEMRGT
* marks the source's active call; other numbers are inactive results; . = not tested or not shown. The list is partial; rates above refer to the full screens.

SMILES | GlmU inhibition | RmlCD inh 1536
O=[N+]([O-])c1ccc(Sc2n[nH]c(-c3ccncc3)n2)nc1 | -3.4% | 4
C=CCNC(=O)CN1CCC(O)(c2ccc(F)cc2)CC1 | -4.3% | -7
COc1ccc(-c2cn3ccccc3n2)cc1OC | -3.1% | 4
CC(O)/C=C/c1cccc[n+]1C (stereo not given) | 4.5% | .
S=C(Nc1ccc(Oc2ccccc2)cc1)N1CCN(c2ccccn2)CC1 | 1.7% | -5
COC(=O)c1ccc(Oc2c(Cl)cccc2[N+](=O)[O-])cc1 | -1.0% | .
O=C(CCN1C(=O)c2ccccc2S1(=O)=O)Nc1ccccc1 | 3.4% | 4
COCCOC(=O)/C(=C\c1cc(C(C)(C)C)c(O)c(C(C)(C)C)c1)C(C)=O | 3.4% | -15
CCCCNC(=O)c1onc(CSc2ccncc2)c1C(=O)NCCCC | 6.1% | 4
COc1ccc2c(c1)[nH]c1c(=O)n(/N=C/C3C(C)C=C(C)CC3C)c(=O)[nH]c12 (stereo not given) | 0.9% | -5
COc1ccc(NC(=O)COc2ccc3oc(=O)cc(C)c3c2)cc1 | 6.4% | 11
O=C(CN1CCCCCC1)Nc1cccc2c1OCO2 | 3.8% | 8
COc1ccc(C(=O)Nc2ccc(S(=O)(=O)N3CCCCC3)cc2)cc1OC | -4.7% | 1
COC(=O)[C@@H](N)CS | 0.8% | .
O=C(NCc1nnc(SCC(=O)N2CCc3ccccc32)o1)c1ccco1 | -2.1% | -6
O=C(Nc1ccn(Cc2ccc(Cl)cc2)n1)c1ccc2c(c1)OCO2 | 2.6% | 11
CC1CCc2c(sc(N)c2C(N)=O)C1 (stereo not given) | -3.6% | .
O=C(NN1S(=O)(=O)c2ccccc2S1(=O)=O)c1ccc(Br)cc1 | -1.1% | -5
Cc1cccc(NC(=O)CSc2nnc([C@@H](N)Cc3ccccc3)o2)c1C | 3.4% | 2
C/C(N)=C(/C#N)C(=O)COC(=O)c1cccc2ccccc12 | -6.2% | .
O=S1(=O)CCN2C(c3cccc4ccccc34)=CSC2=N1 | 5.0% | 2
Cc1cc(Oc2ccccc2)nc(NCc2ccccc2)n1 | 0.5% | .
CNC(=O)CC(C(=O)O)c1ccc(OC(C)C)cc1 (stereo not given) | 2.9% | -4
O=C(Nc1ccc2nn(-c3ccccc3)nc2c1)c1cccs1 | -3.4% | 5
COC(=O)CS(=O)(=O)c1ccc2c(c1)CC(=O)N2 | 0.3% | 2
SMILES | GlmU inhibition | RmlCD inh 1536
N/C(=N\OC(=O)c1ccc(Cl)cc1Cl)c1cccnc1 | -6.5% | -3
Cc1nnc(SCc2c(Cl)cccc2Cl)n(N)c1=O | -4.3% | 12
O=S1(=O)N=C2CCCCCN2C(c2ccncc2)N1 (stereo not given) | 8.7% | 10
CCOc1cc(C2C(C#N)=C(N)OC(C)=C2C(C)=O)c(Br)c(Br)c1OC(C)C (stereo not given) | -0.6% | .
CCCCOC(=O)c1sc2nc(C)cc(C)c2c1N | 0.5% | 5
COc1ccccc1NC(=O)c1cc(S(=O)(=O)N2CCC3(CC2)OCCO3)ccc1F | 3.9% | 1
COc1ccc(NC(=O)CSc2nncn2C)c([N+](=O)[O-])c1 | 1.0% | 5
O=C1N/C(=C\c2ccc(O)cc2)C(=O)c2ccccc21 | 4.4% | 3
COC(=O)c1ccc(S(=O)(=O)N2CCC(c3nc4ccccc4o3)CC2)cc1 | 2.2% | -1
CCOc1ccc2nc(SC3CC(=O)N(c4ccc(OC)cc4)C3=O)sc2c1 (stereo not given) | -1.6% | .
N#CC(C(=O)CCN1C(=O)C2CC=CCC2C1=O)c1nc2ccccc2[nH]1 (stereo not given) | 1.2% | -4
C/C(=N\Nc1ccc2nncn2n1)c1ccc(Br)s1 | 4.2% | 2
O=C(Nc1nc(-c2ccccc2)cs1)c1ccccc1NS(=O)(=O)c1ccc(F)cc1 | 7.8% | 5
COc1ccc(-c2oc3ccc(N4CCOCC4)cc3c2C#CCO)cc1 | -1.6% | .
COc1ccccc1C(=O)NC1CCN(C(=S)NCCc2ccccc2)CC1 | -1.1% | -13
CC(=O)Nc1ccc(NC(=O)CSc2nccn2Cc2ccccc2)cc1 | 3.9% | 4
Cc1ccc(-n2c(-c3ccccc3)c[n+]3c2CCC3)cc1 | -2.5% | -12
COc1ccccc1NC(=O)Nc1ccnn1Cc1cccs1 | -5.0% | 15
CCOC(=O)C(CC)/C(C)=N/NC(=O)c1ccccc1[N+](=O)[O-] (stereo not given) | 0.8% | .
CC(C)c1ccc(NNC(=O)C2CCC2)cc1 | -0.3% | -6
CCOc1ccc2nc(NS(=O)(=O)Cc3ccccc3)sc2c1 | 1.3% | 10
Cc1c(C(=O)O)oc2c3c(ccc12)OCCO3 | 3.0% | 10
O=C(Cn1cc(S(=O)(=O)N2CCN(c3ccccc3F)CC2)c2ccccc2c1=O)NCCCN1CCCCCC1 | -11% | 8
Cc1cccc(Nc2ccc(NCc3ccccc3)nn2)c1 | 0.8% | 13
O=[N+]([O-])c1ccc2nc(CCCO)[nH]c2c1 | -4.9% | 10

Looked up above:
Under GlmU inhibition, `Cc1cccc(Nc2ccc(NCc3ccccc3)nn2)c1` reads 0.8%
Under RmlCD inh 1536, `COc1ccccc1NC(=O)c1cc(S(=O)(=O)N2CCC3(CC2)OCCO3)ccc1F` reads 1
Under GlmU inhibition, `O=C(Nc1nc(-c2ccccc2)cs1)c1ccccc1NS(=O)(=O)c1ccc(F)cc1` reads 7.8%
Under GlmU inhibition, `N#CC(C(=O)CCN1C(=O)C2CC=CCC2C1=O)c1nc2ccccc2[nH]1` (stereo not given) reads 1.2%
Under GlmU inhibition, `O=S1(=O)N=C2CCCCCN2C(c2ccncc2)N1` (stereo not given) reads 8.7%

New compounds follow.
SMILES | GlmU inhibition | RmlCD inh 1536
CN1CCN(CCCN(Cc2ccco2)C(=S)Nc2ccc(Cl)cc2)CC1 | -7.5% | -8
CSc1ccccc1NC(=O)c1cccs1 | 2.4% | .
COc1ncnc2c1N[C@@](C)(O)c1c(F)c(F)c(F)c(F)c1S2 | -1.1% | 5
Cn1cnc2c(N/N=C/c3cccs3)ncnc21 | -0.3% | 7
Cc1nc2c(=O)n(C)c(=O)n(C)c2nc1Cl | -1.7% | 6
O=C(NCc1ccccn1)[C@@H]1C[C@H]1[C@@H](NP(=O)(c1ccccc1)c1ccccc1)c1ccccc1 | 4.0% | .
CCCn1nc(C(=O)Nc2nc3ccccc3[nH]2)c2ccccc2c1=O | -6.5% | -2
O=[N+]([O-])c1ccc(Sc2nnnn2-c2ccccc2)c(Cl)c1 | 1.8% | 10
O=C(CSc1nc2ccccc2[nH]1)Nc1ccc(F)c(F)c1 | 5.8% | 6
CC1(C)c2ssc(=S)c2-c2ccccc2N1C(=O)c1ccco1 | -4.3% | -3
O=C(Cc1ccccc1)Nc1ccc(NC(=O)c2ccco2)nc1 | -0.7% | .
Cc1ccccc1OCC(=O)Nc1ccccc1CO | 0.7% | 4
O=C(CN1C(=O)NC2NC(=O)NC21)NN=C1CCCC1 (stereo not given) | 0.7% | .
COc1cc(C(C#N)N2CCCCC2)ccc1O (stereo not given) | 7.5% | .
Cc1ccc(-n2nnc(-c3cccnc3Cl)n2)cc1 | -0.2% | .
CC(=O)OCN(C#N)c1nc(N(C)C)nc(N(C)C)n1 | 1.3% | -2
Cc1ccc(NS(=O)(=O)c2ccc(NS(=O)(=O)c3cccs3)cc2)cc1 | 4.8% | .
Cc1cccc(N2CCN(C(=O)Cc3ccc(Br)cc3)CC2)c1C | 0.5% | 75
CCCc1cc(=O)[nH]c(SCC(=O)N(CC(C)C)C2CCS(=O)(=O)C2)n1 (stereo not given) | -6.6% | .
CN(C)S(=O)(=O)c1cccc(NC(=O)/C=C/c2ccccc2[N+](=O)[O-])c1 | 6.5% | 6
CC(=O)Nc1sc2c(c1C#N)CC(C)(C)NC2(C)C | 1.5% | .
C/C(=N/NC(=O)C(=O)N/N=C(/C)c1ccccc1)c1ccccc1 | -0.8% | .
CCN(CC(=O)NC(C)C)C(=O)C(CCSC)NC(=O)c1cccc(C)c1 (stereo not given) | -3.4% | .
CCc1ccc2[nH]c(=O)c(CN(CCN3CCOCC3)C(=O)Nc3ccccc3F)cc2c1 | -0.1% | 7
O=c1[nH]c2cc3c(cc2cc1CN(CCc1ccccc1)Cc1nnnn1CC1CCCO1)OCO3 (stereo not given) | 7.4% | .
SMILES | GlmU inhibition | RmlCD inh 1536
CCC(=O)NC(Cc1ccccc1)c1ccc2c(c1)OCCCO2 (stereo not given) | -6.9% | .
CC(C)CN1CCN(Cc2cccc3nccnc23)CC1CCO (stereo not given) | -4.8% | .
Cc1cc(C)cc(NC(=O)CSc2nnc(CN3CCOCC3)n2C)c1 | 2.9% | .
O=S(=O)(NC1CCCCC1Nc1ccccc1)c1ccccc1 (stereo not given) | 0.3% | .
Cc1cccc(N(C)c2cc(C)nc3nc(C)nn23)c1 | -0.8% | -14
CCc1nc(Nc2ccncc2)c2oc3ccccc3c2n1 | 3.5% | 12
O=C(NCCCNCc1ccccc1)c1ccncc1 | 3.7% | .
COCCN(C(=O)Nc1ccccc1)c1ccccc1C | -5.2% | 7
COc1cc(CC(=O)Nc2ccc3nc(C)sc3c2)cc(OC)c1OC | -1.9% | -3
CC1(C)CSC(=NCc2ccccc2)N1 | 5.0% | -10
COc1cc(CC(=O)O)c(C(C)=O)cc1OC | 1.0% | 6
COC(=O)C1=C(O)/C(=C\c2ccc(CNC(=O)C(=O)Nc3ccc(C)cc3)o2)N=C1C | -1.9% | -2
O=C(Oc1ccc(Cl)c2ccccc12)N1CCCCC1 | -1.7% | -7
CCCCC1=CC2=CC(=O)C(C)(OC(=O)CC)C(=O)C2=CN1c1ccc(OC)cc1 (stereo not given) | 1.6% | -5
CCc1nnc(NC(=O)CSc2nc(-c3ccccc3)cc(-c3ccc(F)cc3)c2C#N)s1 | -1.2% | 9
Cc1cc(=O)c(C(=O)O)cn1Nc1ccc(Cl)cc1 | -3.7% | -1
Cc1ccc(S(=O)(=O)N2CC3CC(C2)c2cccc(=O)n2C3)cc1 (stereo not given) | 1.9% | 4
Cc1ccc(S(=O)(=O)NC(=O)c2ccc(-c3ccc(C)c4ccccc34)o2)cc1 | 2.2% | .
COc1ccc(-c2nc3ccccc3c(=O)n2CCOc2ccccc2C)cc1 | -0.6% | .
CC(C)NC(=O)c1onc(CSc2ccccc2F)c1C(=O)O | 1.4% | .
COc1ccc(/C=C/C(=O)Nc2cc(C(F)(F)F)ccc2Cl)cc1 | -2.9% | 1
Cc1cc(NC(=O)CSc2nc(CC(C)(C)C)nc3c2c(=O)n(C)c(=O)n3C)no1 | -1.5% | -6
NC(=O)C1CCN(C(=S)c2ccc(-c3ccc(Br)cc3)o2)CC1 | 1.3% | 11
O=c1oc(-c2ccc(Br)o2)nc2ccccc12 | 7.0% | .
Cc1cc(C)nc(N2CCCC(C(=O)Nc3nnc(C(C)(C)C)s3)C2)n1 (stereo not given) | 2.1% | .

A different layout for 4 compounds above:
O=C(Cn1cc(S(=O)(=O)N2CCN(c3ccccc3F)CC2)c2ccccc2c1=O)NCCCN1CCCCCC1
  GlmU inhibition: -11%
  RmlCD inh 1536: 8
Cc1cccc(Nc2ccc(NCc3ccccc3)nn2)c1
  GlmU inhibition: 0.8%
  RmlCD inh 1536: 13
O=[N+]([O-])c1ccc2nc(CCCO)[nH]c2c1
  GlmU inhibition: -4.9%
  RmlCD inh 1536: 10
CN1CCN(CCCN(Cc2ccco2)C(=S)Nc2ccc(Cl)cc2)CC1
  GlmU inhibition: -7.5%
  RmlCD inh 1536: -8

Back to the main list, starting five compounds before the break.
SMILES | GlmU inhibition | RmlCD inh 1536
COc1ccc(/C=C/C(=O)Nc2cc(C(F)(F)F)ccc2Cl)cc1 | -2.9% | 1
Cc1cc(NC(=O)CSc2nc(CC(C)(C)C)nc3c2c(=O)n(C)c(=O)n3C)no1 | -1.5% | -6
NC(=O)C1CCN(C(=S)c2ccc(-c3ccc(Br)cc3)o2)CC1 | 1.3% | 11
O=c1oc(-c2ccc(Br)o2)nc2ccccc12 | 7.0% | .
Cc1cc(C)nc(N2CCCC(C(=O)Nc3nnc(C(C)(C)C)s3)C2)n1 (stereo not given) | 2.1% | .
Cc1ccc2nc(SCC(=O)Nc3cc(C)on3)[nH]c2c1 | -7.4% | 24
Cc1cc2c(NCC(C)O)ncnc2s1 (stereo not given) | 1.5% | .
C=CCNc1ccc(N2C(=O)C3CCC(C)CC3C2=O)cc1[N+](=O)[O-] (stereo not given) | -3.3% | -10
Cc1cc(Cl)cc(Br)c1OCCCNCC(C)O (stereo not given) | -4.9% | 13
CCc1ccccc1NNC(=O)c1cc(C)on1 | 4.4% | .
Cc1ccc2c(c1)C(=O)CCN2 | 2.9% | -5
CCC1=[N+]([O-])C(C)(/C(C)=N\O)N(O)C1(C)C (stereo not given) | 1.7% | -10
CCC(CO)NC(=O)c1ccc(-c2nn(C)c(=O)c3ccccc23)cc1 (stereo not given) | -2.5% | 14
CC(/C=C/c1ccco1)=N/NC(=O)Cc1cccs1 | 1.8% | -6
CCS(=O)(=O)c1ccc(N=Nc2ccc(O)c3ncccc23)c(OC)c1 | 1.7% | 5
CCOC(=O)COc1ccc(-c2nnc(-c3ccccc3)o2)cc1 | 4.8% | .
O=c1c(-c2ccc(Br)cc2)[n+]([O-])c2ccccc2n1OCc1ccccc1 | 5.2% | -8
O=C(NCc1nc2ccccc2[nH]1)c1ccc(Cl)c(S(=O)(=O)N2CCCC2)c1 | 1.1% | -11
COCP(=O)(c1ccccc1)c1ccccc1 | 3.2% | .
Cc1cc2c(ncn2Cc2ccccc2)c(NS(C)(=O)=O)c1C | -5.0% | 7
COc1ccsc1C(=O)N1CCN(Cc2ccc3c(c2)OCO3)CC1 | 0.1% | -9
CCOc1ccc(Nc2ccnc3cc(Cl)ccc23)cc1 | -5.5% | 7
CCOc1ccc(OCC)c(S(=O)(=O)NCCCN2CCOCC2)c1 | -2.2% | .
Fc1ccc(COc2cccc(-c3n[nH]c(=S)o3)c2)cc1 | 2.1% | -6
CCN(Cc1ccncc1)Cc1nc(CC2CC2)no1 | -3.9% | -2
Cc1cnc(SCc2cnc(C)nc2N)nc1 | 2.7% | 3
COc1ccc(C/C(C)=N/NC(=S)Nc2ccc(C)c(C)c2)cc1 | 1.5% | -8
